# Compound activity deposited in PubChem BioAssay by several laboratories.
# SUMO Mot1 rescue: inhibitors of SUMOylation pathway: yeast Mot1-301 growth rescue; S. cerevisiae Mot1-301 growth rescue, ATP luminescence, 38.5C; percent above DMSO median, 100 means doubled; growth rescue, % at 18.8 µM; 320,000 tested, 1% active; AID 2716;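 active = every valid replicate shows activation above 250% relative to neutral control wells; inactive = the rest, any valid replicate at or below 250%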;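 also: OY570 slx delta 5 strain wells were the positive control but not used for scaling; some compounds called inactive have numbers as strong as hits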
# CDK5 inh: inhibitors of human CDK5/p35 kinase; Q00535+Q15078; Recombinant CDK5/p35, ADP-Glo luminescence, 60 min; inhibition, % at 10 µM; 330,000 tested, 0.01% active;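 active = highest replicate inhibition of at least 50% and at least 75% of replicates reaching 50%; inconclusive = only one of the two criteria met; inactive = both criteria failed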;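 also: plate controls were DMSO neutral control for no effect and GW8510 at 10 µM for full effect; many of its hits are not listed in these tables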
# Keap1 Nrf2 FP: disrupts human Keap1 binding to Nrf2 peptide; Keap1 Kelch-Nrf2 peptide fluorescence polarization, 1536-well; Q14145; inhibition, % at 9.4 µM; 340,000 tested, 0.15% active; AID 504523; in the data active = inhibition above about 12%; inconclusive = no clear call, values can overlap the other calls; inactive = below about 7.3%;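 also: human Keap1 Kelch domain with fluorescein labeled Nrf2 9mer peptide probe; 0% = neutral control wells and 100% = peptide positive control; higher means more block of Keap1 binding to Nrf2 peptide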
# NSD2 inh: inhibitors of human histone methyltransferase NSD2 | NSD2 peptide methylation, AlphaScreen, 120 min | inhibition, % at 12.5 µM | AID 743445 | O96028 | 310,000 tested, 0.54% active; in the data active = inhibition above about 50%
# LANA DNA inh: inhibitors of KSHV LANA C-terminal domain DNA binding; inhibition, % at 9 µM; MBP-C-LANA/FAM-LBS DNA binding, fluorescence polarization; 340,000 tested, 0.078% active; AID 504423;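 active = highest replicate inhibition at or above 60% at 9 µM, even if other replicates fall short; inactive = all replicates below 60% inhibition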;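 also: 0% = neutral control wells and 100% = 4 µM acridine orange control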
# PvdQ inh: P. aeruginosa PvdQ acylase inhibition. purified PvdQ acylase, fluorescence plate reader. inhibition, % at 10 µM. 340,000 tested, 0.063% active. AID 488965; in the data active = inhibition above about 30%, passing the limit was not always enough; inconclusive = no clear call, values can overlap the other calls;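 also: 0% = vehicle neutral wells and 100% = reference inhibitor wells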
# PfHsp90 set2: growth inhibition of yeast expressing Plasmodium Hsp90; 310,000 tested, 0.32% active; AID 504621; S. cerevisiae expressing PfHsp90, BacTiter-Glo ATP, 48 h; yeast lacking PDR1 and PDR3 efflux regulators; inhibition, % at 9.4 µM;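 active = every replicate shows inhibition above about 80%, whatever the replicate mean, limit read from the data; inconclusive = mean inhibition reaches the set limit but some replicate falls short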;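 also: 0% = DMSO neutral controls and 100% = 20 µM radicicol positive controls; yeast relying on Plasmodium falciparum Hsp90 in place of its own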
# Rtt109 Vps75: inhibitors of Candida albicans Rtt109/Vps75 histone acetyltransferase; Q5AAJ8; purified Rtt109/Vps75, ThioGlo CoA-SH fluorescence, 4 h; inhibition, % at 34.9 µM; 330,000 tested, 0.16% active;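 active = inhibition of at least 50% in every replicate; inconclusive = best replicate reaches 50% inhibition but some replicates fall short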
# dFosB activator: activators of mouse delta FosB homodimer; P13346; purified delta FosB, TAMRA-CDK5 oligo fluorescence polarization; percent of positive-control signal above neutral wells; activation, % at 25 µM; 340,000 tested, 0.99% active; AID 493131;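 active = mean activation above about 17%, with every replicate also reaching it, limit read from the data, passing the limit was not always enough; inconclusive = only one of the two conditions met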;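 also: fluorescence polarization rise as delta FosB binds a TAMRA Cdk5 AP-1 oligo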
# RTF Ca sens inh: cardiac RTF calcium desensitization; 340,000 tested, 0.12% active; IANBD-labeled cardiac RTF, Ca2+ fluorescence; inhibition, % at 7.15 µM; P19429+P45379;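 active = inhibition above the mean inhibition of all tested compounds plus 3 SD, cut at about 17% in these data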;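 also: assay run at fixed EC70 calcium of 1.6 mM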
# RTF Ca sens act: cardiac RTF calcium sensitization. IANBD-labeled TnC RTF fluorescence at EC20 calcium; 0% EC20 calcium, 100% full calcium. activation, % at 7.2 µM. 340,000 tested, 0.24% active. AID 493008;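 active = activation above the mean over all tested compounds plus 3 SD, cut at about 30% in these data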;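 also: rise in fluorescence read as greater calcium sensitivity of cardiac thin filaments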
# * = called active by the depositor; ? = inconclusive; . = not tested or not shown.
Molecule	Keap1 Nrf2 FP	SUMO Mot1 rescue	CDK5 inh	PvdQ inh	dFosB activator	LANA DNA inh	PfHsp90 set2	NSD2 inh	RTF Ca sens act	Rtt109 Vps75	RTF Ca sens inh
CNC(=O)COC(=O)c1ccccc1Oc1ccccc1	-2	13	0.2	10	-7	0.3	14	3	0	0	-4
O=C(CSc1nnc(-c2cccnc2)n1Cc1ccccc1)NCc1ccccc1	3	109	0.3	-9	3	0.9	7	-3	0	5	-14
COc1ccc(OC)c(/C=N/NC(=O)c2nnn(-c3nonc3N)c2-c2cccs2)c1	-1	-11	-0.6	6	?	-1.0	8	-6	1	-2	-5
COc1cc2c(cc1NC(=O)CCCN1C(=O)CCC1=O)oc1ccccc12	1	-3	0.9	2	-5	0.5	-13	2	-2	6	2
Nc1ccc(S(=O)(=O)N2CCCC2)cc1Cl	-5	-15	0.0	3	2	-1.3	-2	-3	-3	-7	3
CCC(C)NC(=O)CC(NS(=O)(=O)c1ccc(Cl)cc1)c1ccco1 (centres undefined)	-7	8	1.6	-10	-9	-0.9	27	0	0	0	0
O=C1N/C(=C/c2cccn2-c2ccc(F)cc2)C(=O)N1Cc1ccccc1F	-4	5	.	11	0	-2.6	-3	0	3	-5	4
CC(=O)NC1(C(F)(F)F)NC(=O)N(c2ccc(F)cc2)C1=O (centres undefined)	0	-2	0.1	0	-2	0.3	.	-1	6	-2	-8
O=C(Nc1ccccc1C(=O)O)c1ccc(NC(=O)C2CCCO2)cc1 (centres undefined)	-2	12	3.1	7	0	1.0	3	-1	1	5	5
CCCC(=O)NC(c1ccc(OC)cc1)c1c(O)ccc2ccccc12 (centres undefined)	0	-21	0.6	-15	-1	-2.2	-17	3	-2	1	-11
CCC1C(=O)c2ccccc2N(C)C1=O (centres undefined)	5	199	-3.0	-11	-1	-1.0	-12	-2	-9	.	-16
O=C(COc1ccccc1Cl)NNC(=O)Cn1[nH]c(=O)c2ccccc2c1=O	1	-6	0.0	-11	-6	0.5	-8	-2	1	-2	-6
COc1ccc(C)cc1Nc1nnc(C)c(=O)[nH]1	-6	11	-0.9	-15	-8	0.0	-48	1	4	2	6
CCN(CC)C(=O)[C@H]1C[C@H](CC(=O)NCC23CC4CC(CC(C4)C2)C3)C(=O)N2CCc3c([nH]c4cc(CCC(=O)N(C)C)ccc34)[C@]12C	1	.	-0.2	-7	-16	-1.6	37	.	-3	4	-2
Cc1cn(COC/C=C/c2ccccc2)c(=O)[nH]c1=O	-4	12	-0.8	-13	0	2.1	12	26	18	3	-9
CCN(CC)c1ccc(S(=O)(=O)N2CCOCC2)cc1NC(=O)COC(=O)COc1ccccc1C	2	-19	-0.1	2	-10	-1.6	-12	-2	-5	6	-10
Cc1cc(C)c(NC(=O)C2CCCN2CCC(C)C)c(C)c1 (centres undefined)	-4	2	-4.7	-12	-5	-2.1	-53	-2	-1	12	-5
Cc1ccc(NC(=O)c2cc(Cl)ccc2[N+](=O)[O-])cc1C	1	-17	0.1	-3	-9	-0.4	8	0	3	-3	11
COc1ccc(C(CC(=O)c2ccccc2)S(=O)(=O)c2ccc(C)cc2)cc1 (centres undefined)	-1	3	-0.1	-23	0	0.0	-2	-1	11	0	-10
CN1CCN(C(=O)c2cc3cc(F)ccc3[nH]2)CC1	-6	-11	-0.2	-9	-4	2.8	0	2	-4	-3	5
COc1ccc(CN2CCN(CCC(C)C)C(CCO)C2)cc1Cn1cccn1 (centres undefined)	1	-4	0.0	-8	-6	0.7	-5	1	-4	-4	-11
Nn1c(SCc2cccc(F)c2)nnc1-c1ccncc1	-3	0	0.4	-4	-3	-1.3	-7	-1	.	-3	.
O=C(Nc1nc2ccccc2[nH]1)C1CCN(S(=O)(=O)c2cccs2)CC1	0	-6	1.0	3	6	-2.4	-6	-1	-2	-13	5
COC(=O)[C@H](CCSC)NC(=O)NCc1ccccc1F	-4	1	-2.8	-7	-14	1.2	-8	-2	7	-13	-7
O/N=C/c1cccc[n+]1CCCCCC[n+]1ccccc1/C=N/O	-1	127	-0.8	-5	-5	-0.8	-6	0	4	-9	-4
CCc1cccc(NC(=O)Cn2c(=O)c3cccn3c3ccccc32)c1	3	13	.	7	?	0.1	-5	17	-6	10	-4
CN(C)N1C(N)=C(C#N)C(c2ccc3c(c2)OCO3)C2=C1CCCC2=O (centres undefined)	2	-3	1.3	-11	5	1.4	11	-1	-3	-1	-12
O=C(CN1C(=O)NC2(CCCC2)C1=O)N1CCN(S(=O)(=O)c2ccccc2F)CC1	-2	110	2.3	-2	-7	2.0	15	-2	-1	0	4
Cc1cc(C)c(C#N)c(SCCN2CCCCC2)n1	-3	13	0.7	-10	9	-0.8	9	2	-1	-20	-3
COc1ccc(Cc2nc3ccc(C(=O)N4CCC(N(C)C)C4)cc3o2)cc1 (centres undefined)	5	8	-2.1	-10	-2	2.4	-7	-2	-5	-15	-4
COC(=O)CSc1nnc(-c2cccnc2)n1C	-3	1	-0.3	10	3	0.4	3	-1	0	5	2
Cc1oc(-c2ccc3c(c2)OCCO3)cc1C(=O)NCC(=O)O	1	-14	2.5	5	-5	-1.3	10	1	-5	5	-5

# 8 structures out of the list, sorted by length of the SMILES, high to low:
Molecule	Keap1 Nrf2 FP	SUMO Mot1 rescue	CDK5 inh	PvdQ inh	dFosB activator	LANA DNA inh	PfHsp90 set2	NSD2 inh	RTF Ca sens act	Rtt109 Vps75	RTF Ca sens inh
O=C(Nc1nc2ccccc2[nH]1)C1CCN(S(=O)(=O)c2cccs2)CC1	0	-6	1.0	3	6	-2.4	-6	-1	-2	-13	5
COc1ccc(Cc2nc3ccc(C(=O)N4CCC(N(C)C)C4)cc3o2)cc1 (centres undefined)	5	8	-2.1	-10	-2	2.4	-7	-2	-5	-15	-4
CCc1cccc(NC(=O)Cn2c(=O)c3cccn3c3ccccc32)c1	3	13	.	7	?	0.1	-5	17	-6	10	-4
Cc1oc(-c2ccc3c(c2)OCCO3)cc1C(=O)NCC(=O)O	1	-14	2.5	5	-5	-1.3	10	1	-5	5	-5
COC(=O)[C@H](CCSC)NC(=O)NCc1ccccc1F	-4	1	-2.8	-7	-14	1.2	-8	-2	7	-13	-7
Nn1c(SCc2cccc(F)c2)nnc1-c1ccncc1	-3	0	0.4	-4	-3	-1.3	-7	-1	.	-3	.
Cc1cc(C)c(C#N)c(SCCN2CCCCC2)n1	-3	13	0.7	-10	9	-0.8	9	2	-1	-20	-3
COC(=O)CSc1nnc(-c2cccnc2)n1C	-3	1	-0.3	10	3	0.4	3	-1	0	5	2

# (listing goes on)
Molecule	Keap1 Nrf2 FP	SUMO Mot1 rescue	CDK5 inh	PvdQ inh	dFosB activator	LANA DNA inh	PfHsp90 set2	NSD2 inh	RTF Ca sens act	Rtt109 Vps75	RTF Ca sens inh
CCSc1nnc(Cn2c(=O)sc3ccccc32)n1-c1ccc(OC)cc1	0	0	-0.1	5	-9	0.0	5	.	-6	-10	-3
COCCc1nnc(NC(=O)Cc2ccccc2)s1	4	-4	0.2	-1	-1	-0.5	-10	1	-4	2	2
COc1cccc(-c2nc(CS(=O)CC(=O)NCCc3ccccc3)c(C)o2)c1 (centres undefined)	-2	-23	-0.6	8	-4	1.5	16	3	-3	5	-9
CCCCCCCCCCCCN1[C@@H](CC(C)=O)c2cc(F)cc(F)c2S1(=O)=O	-6	-18	1.9	-10	2	1.2	.	.	-5	7	-10
COc1ccc(C(=O)NCCOC(C)C)cc1OC1CCN(C(C)=O)CC1	-1	24	0.2	-2	-1	3.5	9	2	1	9	-7
Cc1ccc(NC(=O)CN(C)C(=O)Cc2c[nH]c3ccccc23)cc1	-3	-1	0.4	-14	-9	-1.5	23	1	1	5	0
Nc1ccc(C(=O)NNC(=O)C2COc3ccccc3O2)cc1[N+](=O)[O-] (centres undefined)	0	-25	0.4	-6	-5	-1.6	.	1	13	4	-6
C=CCn1c(-c2cccc(Cl)c2)n[nH]c1=S	-1	42	2.8	3	0	-1.2	-11	0	0	-9	-8
CCOC(=O)C1(Cc2ccccc2)CCCN(Cc2cnn(CC)c2)C1 (centres undefined)	0	.	0.1	-7	-7	-0.1	-21	8	-3	-13	-12
CN(CC(=O)NC(=O)Nc1ccccc1F)Cc1ccccc1F	-6	38	-3.2	-22	-10	-1.9	-8	-2	-2	2	3
COCCN(CCOC)C(=O)c1sc2nc(-c3ccccc3)cn2c1C	-1	-9	1.2	-6	3	-0.1	7	-1	4	0	-4
Cc1cccc(C(=O)Nc2ccc(S(=O)(=O)N3CCOCC3)cc2)c1[N+](=O)[O-]	-4	-2	1.6	-12	-11	-0.4	-11	0	-1	4	-1
Cc1ccccc1C(=O)N1CC(=O)Nc2ccc(F)cc2C1c1ccccc1 (centres undefined)	0	0	0.7	-19	-3	-0.5	11	3	4	-3	-8
COc1ccc(NC(=O)C2CCCN(S(=O)(=O)c3c(C)n[nH]c3C)C2)c(OC)c1 (centres undefined)	-6	7	-0.7	-3	-11	0.5	3	.	7	0	-5
O=C(NCCc1cccc(Cl)c1)c1cc([N+](=O)[O-])ccc1Cl	2	149	-1.4	9	7	2.0	-16	1	6	-6	-19
Clc1ccccc1CNCc1ccncc1	1	10	1.3	-14	-3	-0.8	.	.	-1	10	-1
CCOc1ccc(NC(=O)CN(C)C(=O)Cc2ccsc2)cc1OCC	-1	-8	1.8	6	-5	0.0	6	0	-7	13	1
O=C(COc1ccccc1Cl)NCCCNC(=O)c1ccncc1	1	9	-0.5	-9	-5	-0.6	3	0	-5	-9	-22
COC(=O)CCCC1=CC2=C(c3ccccc3)C(=O)C(C)(OC(=O)C3CCCC3)C(=O)C2=CN1Cc1ccco1 (centres undefined)	-9	-2	1.9	-13	-3	0.9	.	.	-5	-4	-21
CCC(=O)Oc1ccc2ccccc2c1CNC(=O)c1ccccc1	1	12	-0.1	-4	-5	0.0	.	-3	0	-4	-1
CCOc1ccc(CCNC(=O)CSc2ncn[nH]2)cc1OCC	-3	0	-1.3	-15	4	-0.4	13	0	-1	-5	-7
